High-throughput results: PubChem BioAssay, Broad Institute
E-selectin induc = induces E-selectin expression in human endothelial cells; activation, % at 7.58 µM; HUVEC E-selectin immunofluorescence imaging; normalized: neutral wells 0, TNF-alpha wells 100; actives 0.37% (n = 260,000);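 active = mean E-selectin-positive cell signal at least 10% of the positive control, reached in at least 60% of replicates, without over 20% cell loss; inconclusive = no rule given, readout overlaps actives, possibly toxicity-flagged; inactive = the rest, including those meeting only one limit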;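 also: in these data hits start at about 27%; measured in HUVEC primary endothelial cells; signal is the percent of cells scored E-selectin positive by PE staining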
Target sequence (P16581 whole entry, looked up): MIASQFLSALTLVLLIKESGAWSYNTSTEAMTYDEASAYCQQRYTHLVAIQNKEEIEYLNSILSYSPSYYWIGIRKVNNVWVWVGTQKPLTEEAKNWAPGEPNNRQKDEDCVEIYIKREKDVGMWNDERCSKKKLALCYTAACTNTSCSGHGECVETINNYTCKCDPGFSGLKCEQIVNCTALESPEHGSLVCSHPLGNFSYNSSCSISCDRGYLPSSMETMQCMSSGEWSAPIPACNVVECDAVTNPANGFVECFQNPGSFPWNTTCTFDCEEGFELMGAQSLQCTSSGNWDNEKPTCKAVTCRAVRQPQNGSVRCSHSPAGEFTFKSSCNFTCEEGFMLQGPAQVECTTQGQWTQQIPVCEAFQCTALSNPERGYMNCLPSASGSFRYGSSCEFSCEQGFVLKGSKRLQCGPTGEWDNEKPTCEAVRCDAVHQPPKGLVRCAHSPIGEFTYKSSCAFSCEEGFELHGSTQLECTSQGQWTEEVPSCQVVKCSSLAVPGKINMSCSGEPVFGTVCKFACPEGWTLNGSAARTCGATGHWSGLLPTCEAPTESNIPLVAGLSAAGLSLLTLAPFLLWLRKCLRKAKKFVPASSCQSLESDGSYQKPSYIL
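Assay system: HUVEC primary endothelial cells. Input: 3,000 HUVEC seeded per well. Doses: one compound dose added by pin transfer. Read-out basis: % PE-positive cells. Benchmarks: TNF-alpha high, DMSO low. Detection: immunofluorescence imaging. Buffer or medium: EGM-2, gelatin.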
EWS-Fli inh = inhibitors of EWS/Fli oncoprotein transcriptional activity | inhibition, % at 12.6 µM | actives 0.67% (n = 350,000) | A673 NR0B1-luciferase reporter, viability-normalised;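 active = mean inhibition of at least 50% after viability correction, with every replicate also passing that limit; inconclusive = mean reaches 50% but only one of two replicates passes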;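 also: firefly luciferase signal divided by Alamar Blue viability fluorescence both relative to DMSO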
FN deposition inh = fibronectin deposition inhibition. inhibition, % at 12.6 µM. actives 0.086% (n = 350,000). AID 743247. AH1F fibroblasts, Alexa488-fibronectin deposition fluorescence, overnight;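 active = mean inhibition across replicates of 30% or more, regardless of how many single replicates reach that level; inconclusive = mean under 30% yet at least half of replicates reach 30%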;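 also: positive control wells lacked labelled fibronectin entirely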
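Material: AH1F fibroblast monolayer depositing Alexa488-labelled fibronectin into matrix / Amount: 10000 AH1F cells per well / Signal: fluorescence 485/525 nm / Medium: DMEM, 2% serum / Compound: single dose, pinned / Incubation: 1 h cell adhesion before compound, then overnight fibronectin incubation / Reagent: Alexa488-FN, 24 nM final / Read-out: inhibition of fibronectin deposition signal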
RAD54 inh = RAD54 (human) branch migration inhibition; actives 0.14% (n = 360,000); Q92698; inhibition, % at 10.4 µM; AID 602329; RAD54 Holliday junction branch migration, FAM/BHQ fluorescence;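 active = mean normalized replicate activity at least 40 and at least half of replicates scoring 40 or more; inconclusive = only one of the two criteria met; inactive = mean below 40 and under half of replicates reaching 40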;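 also: 0% = median of neutral control wells and 100% = median of positive control wells; inhibitors cause a drop in the FAM fluorescence signal; in these data hits start at about 50%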
S100A4 inh HTS = S100A4-myosin IIA interaction inhibition | inhibition, % at 10.7 µM | actives 0.14% (n = 360,000) | P26447 | S100A4/TAMRA-MyoIIA peptide fluorescence polarization;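 active = mean inhibition of at least 70% across replicates, with every replicate also reaching that level; inconclusive = mean inhibition reaches 70% but some replicates fall short; inactive = mean inhibition below 70%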
Target sequence (P26447 whole entry, looked up): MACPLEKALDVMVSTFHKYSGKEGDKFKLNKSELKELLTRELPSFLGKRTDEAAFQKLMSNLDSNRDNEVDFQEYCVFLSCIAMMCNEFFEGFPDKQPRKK
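Material: S100A4 monomer (human). Medium: Calcium-containing HEPES buffer, pH 7.2. Probe or stimulus: labelled myosin peptide probe, 5 nM. Compound dosing: one concentration per compound. Timing: polarization read 5 min after assay mix addition, stable 5–60 min. Benchmarks: DMSO as neutral control, TFP as positive control.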
RAD52 anneal inh = blocks human RAD52 DNA annealing; AID 651710; actives 0.46% (n = 360,000); inhibition, % at 18.7 µM; recombinant RAD52 DNA annealing, FRET fluorescence;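 active = every replicate showing at least 50% inhibition; inconclusive = mean inhibition at least 50% but not in every replicate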
XiGFP reactiv = X-chromosome reactivation activator. AID 743238. activation, % at 7.58 µM. actives 0.055% (n = 360,000). XiGFP mouse fibroblasts, % GFP-positive cells imaging, 3 d; cells co-treated with 5-aza-dC sensitizer; scaled so ellipticine positive control = 100%;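 active = mean normalized replicate activation at least 10% and every replicate at or above 10%; inconclusive = only one of the two criteria met; inactive = mean below 10% and not all replicates reach 10%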;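 also: 0% = median of on-plate neutral control wells and 100% = ellipticine 6 µM median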
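Material: SV40-immortalized XiGFP fibroblast cells, line 68-5-11 | Buffer or medium: DMEM containing 5-aza-dC | Dosing: One concentration, pinned | Times: 3 d treatment, 15 min room-temperature fixation | Controls: Ellipticine 6 µM positive control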
esBAF inh = SWI/SNF esBAF complex inhibition; mouse ES cells, Bmi1-luciferase knock-in reporter, 24 h; 100% = twice the neutral-well signal; reporter increase, % at 12.5 µM; actives 2% (n = 350,000); AID 602393; in the data active = activation above about 40%; inconclusive = no clear call, values can overlap the other calls;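 also: 0% = median of the plate's neutral control wells and 100% = double that signal; a rise in the Bmi1 reporter signal indicates esBAF inhibition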
Numbers without * were called inactive; ? = inconclusive; · = not tested or not shown; & = joins results of further samples.

Every second line gives: E-selectin induc	EWS-Fli inh	FN deposition inh	RAD54 inh	S100A4 inh HTS	RAD52 anneal inh	XiGFP reactiv	esBAF inh
> COc1ccc(CN2C[C@@H](C)[C@H](OC)CN(C)C(=O)c3cc(NC(=O)c4nc5ccccc5s4)ccc3OC[C@H]2C)cc1
 : -0.3	-6	-3	7	-17	8	-0.2	15
> COc1ccc(NC(=O)CSc2ccc(-c3ccco3)nn2)cc1OC
 : 0.0	·	-1	15	0	-3	0.0	7
> O=C(C[C@H]1CC[C@@H](NC(=O)Nc2ccc(C(F)(F)F)cc2)[C@@H](CO)O1)NCc1cccc(F)c1
 : -0.1	-5	-15	10	15	3	0.7	-2
> C#CCOc1ccc(/C=C2/C(=O)N(c3ccc(S(N)(=O)=O)cc3)N=C2C)cc1OC
 : -0.2	9	5	0	1	-1	0.0	-6
> Cc1nc2c(cc1N)nc(C)n2Cc1ccccc1
 : -0.1	-8	-1	-4	-2	-4	0.1	3
> Cc1cccc(N(C(=O)c2snc(C(N)=O)c2N)C(C(=O)NCc2ccccc2)c2ccncc2)c1 (configuration not stated)
 : -0.1	7	8	-1	10	-7	0.0	25
> COc1ccc2c(CC(=O)N3CCN(S(=O)(=O)c4ccc(F)cc4)CC3)coc2c1
 : ·	-25	4	2	-2	-4	-0.1	-2
> Cc1ccc(CNC(=O)C2CCN(S(=O)(=O)c3ccc4nc5c(c(C(=O)O)c4c3)CC(C)CC5)CC2)cc1 (configuration not stated)
 : ·	·	2	-33	1	-73	0.1	-4
> NS(=O)(=O)c1cccc(NC(=S)NCc2ccccc2)c1
 : 0.0	2	1	·	-4	2	-0.1	·
> Cc1ccc(S(=O)(=O)Nc2ccc3c(c2)C(=O)N([C@@H](C)CO)C[C@H](C)[C@H](CN(C)C(=O)Nc2cccc4ccccc24)OCCCC[C@H](C)O3)cc1
 : 1.6	12	-4	10	6	-6	0.1	8
> COc1ccc(NC(=O)N(C)C[C@@H]2Oc3ccc(NS(=O)(=O)c4ccccc4)cc3CC(=O)N([C@@H](C)CO)C[C@H]2C)cc1
 : 0.0	-16	·	·	3	8	-1.2	6
> Cc1noc(C)c1S(=O)(=O)Nc1ccc2c(c1)C(=O)N([C@@H](C)CO)C[C@H](C)[C@H](CN(C)Cc1ccccc1)O2
 : -0.1	2	·	-9	9	4	-1.0	0
> CC(=O)OCCCCCCCCCCC[N+]1(C)CCCCC1
 : 3.5	8	-2	·	-2	-7	0.0	-1
> O=C(Nc1ccc(SC(F)F)cc1)c1ccc2nccnc2c1
 : ·	·	·	6	4	-10	·	122*
> O=C(CN1C(=O)N/C(=C\c2ccccc2OCc2ccc(C(=O)O)cc2)C1=O)Nc1ccc(F)cc1
 : 0.2	1	3	-6	-2	-21	0.0	7
> Fc1ccc(-c2ccnn2-c2ccccc2)cc1
 : 0.1	-18	-1	-13	-5	-9	0.1	15
> C=CCNC(=O)CN1CCC(n2nnc3cc(C(F)(F)F)ccc32)CC1
 : ·	4	8	·	-12	-11	1.0	·
> C[C@@H]1CN([C@@H](C)CO)C(=O)c2cc(-c3cncnc3)cnc2O[C@@H]1CN(C)C(=O)Cc1ccccn1
 : 1.4	-2	-9	3	2	-2	0.7	-3
> COC(=O)[C@@H]1[C@@H](CO)[C@@H]2Cn3c(ccc(-c4cccc(F)c4)c3=O)[C@@H]2N1Cc1ccncc1
 : 0.9	-4	·	·	-11	-30	-0.1	·
> O=C(Nc1cc(S(=O)(=O)N2CCOCC2)ccc1O)c1ccc2c(c1)S(=O)(=O)c1ccccc1C2=O
 : ·	-18	-5	·	2	-15	0.3	·
> O=C(CCc1nc2ccccc2[nH]1)Nc1ccc2c(c1)OCCO2
 : 0.1	-7	3	2	-1	-4	0.2	-5
> CN(C)CC(=O)Nc1ccc2c(c1)[C@H]1C[C@@H](CC(=O)NCc3ccc4c(c3)OCO4)O[C@@H](CO)[C@H]1O2
 : -0.1	12	5	4	6	4	0.2	8
> Cc1ccc(NC(=O)C2c3ccccc3Oc3ccccc32)c(C)c1
 : ·	13	-4	·	0	-10	0.1	·
> COc1cc(C(=O)OCCn2c(=O)c3c(ncn3CCN(C)C)n(C)c2=O)cc(OC)c1OC
 : ·	-4	1	-4	1	-11	-0.1	3
> CCCNC(=O)C(Cc1ccccc1)NC(=O)c1ccc(C(C)(C)C)cc1 (configuration not stated)
 : 0.2	0	2	5	3	-15	0.0	1
> O=C(Nc1nc2ccccc2s1)c1cccc(N2C(=O)CCC2=O)c1
 : 0.4	-14	·	-3	-26	-10	0.0	?
> Cn1c(O)c(N=NC(=O)C2COc3ccccc3O2)c2ccccc21 (configuration not stated)
 : 0.2	16	-2	10	0	-10	0.0	·
> C#CCOCCOCCOCCNc1nc(N2CCN(C(=O)Cn3cc(CCCN=C(N)N)nn3)CC2)nc(N2CCN(C(=O)[C@H](CCCCN)n3cc(CCC(=O)O)nn3)CC2)n1
 : 0.0	-15	1	-11	-10	-6	-0.1	3
> CN(C)C(=O)N1CCN(C(=O)c2ccco2)CC1
 : -0.3	-3	-9	2	1	-13	0.2	8
> CO[C@H]1CN(C)C(=O)c2ccc(NC(=O)NC(C)C)cc2OC[C@H](C)NC[C@H]1C
 : -0.2&-2.5	0&2	-14&-3&4	-13	15&-8	-3&-17	0.4&0.4&0.1	2
> COc1ccc(C2OC(=O)CC2C(=O)NCc2ccc(F)cc2)cc1OC (configuration not stated)
 : 2.7	4	2	-5	-10	0	-0.1	-2
> OCc1c(OCc2cccc(F)c2)ccc2ccccc12
 : ·	-82	-6	-4	0	0	-0.1	63*
> CC(CCc1ccccc1)NC(=O)CNC(=O)c1ccccc1Br (configuration not stated)
 : -0.1	4	·	-3	3	-15	0.0	4
> COC(=O)C[C@H]1CC[C@@H]2[C@@H](COc3ccc(NC(=O)c4ccc(F)cc4)cc3C(=O)N2C)O1
 : 0.0	-12	-1	-4	-9	2	0.1	-1
> COC(=O)[C@@]12C[C@@H](CC(=O)N3CCSCC3)C(=O)N(Cc3ccc4c(c3)OCO4)C1=CCC(C)(C)C2
 : 0.0	0	-1	·	1	-6	0.3	·
> COc1cccc(NC(=O)c2ccc(NC(C)=O)cc2)c1
 : ·	·	·	-7	-1	-7	·	25
> COc1ccc(-n2nnnc2C2c3ccccc3C(=O)N2C2CCN(Cc3ccccc3)CC2)cc1 (configuration not stated)
 : -0.1	-6	8	·	1	-20	0.0	·
> C[C@H](CO)N1C[C@H](C)[C@H](CN(C)Cc2ccccc2C(F)(F)F)OCc2ccccc2-c2c(n(C)c3ccccc23)C1=O
 : 19	16	18	·	-18	10	-0.3	·
> O=C(c1ccco1)N1CCCC(c2nc3c(nnn3Cc3ccc(F)cc3)c(=O)[nH]2)C1 (configuration not stated)
 : ·	5	-5	-4	0	-9	0.0	1
> CCOc1ccc(CN(C(=O)/C=C/c2ccco2)C2CCS(=O)(=O)C2)cc1 (configuration not stated)
 : ·	-4	11	-14	6	-57	0.3	5
> CC#CCOCC1CNC(=O)O1 (configuration not stated)
 : ·	2	10	-2	-6	-3	-0.2	-11
> C[C@H]1CN([C@@H](C)CO)C(=O)c2c(c3ccccc3n2C)-c2ccccc2CO[C@H]1CN(C)Cc1ccc(-c2ccccc2)cc1
 : -0.6	-3	-2	·	-8	2	0.3	·
> COc1ccc(-c2ccc(C3[C@H]4CNC[C@@H]3N4CC3CCOCC3)cc2)cc1 (some centres not stated)
 : 3.9	5	-7	·	1	-1	0.2	·
> O=C(O)c1cccc(S(=O)(=O)N2CCN(S(=O)(=O)c3ccc4ccccc4c3)CC2)c1
 : 0.0	0	5	·	19	-1	0.3	·
> Cc1cccc(OCC(O)Cn2c(=N)n(Cc3ccccc3)c3ccccc32)c1 (configuration not stated)
 : 0.2	0	4	19	2	11	0.0	·
> CCc1noc(C)c1C(=O)NCCN1C(=O)S/C(=C\c2ccc(OC)cc2)C1=O
 : ·	-33	-2	13	10	4	0.0	37
> Cc1cccc(NS(=O)(=O)c2nnc(NC(=O)c3ccccc3F)s2)c1
 : 0.0	-12	6	12	3	3	-0.3	-1
> O=C(CS(=O)(=O)c1ccccc1)c1ccc2c(c1)OCCO2
 : ·	·	-2	3	-5	·	·	13
> CC1(OC(=O)C2CCCC2)C(=O)C=C2C=C(c3ccsc3)N(c3ccccc3)C=C2C1=O (configuration not stated)
 : 1.9	15	8	-4	-7	-24	0.3	11
> Cc1noc(C)c1NC(=O)N[C@@H]1CC[C@H](CCNC(=O)C2CCCC2)O[C@H]1CO
 : 0.2	-1	3	-7	10	2	0.3	-2
> Cc1cc(NC(=O)CCC(=O)N(CC(=O)NCC2CCCO2)c2ccc(C(C)C)cc2)no1 (configuration not stated)
 : ·	7	0	-4	2	-14	0.7	-3
> Cc1nnc(CN(C)C(=O)c2cc(COc3ccc(F)cc3Cl)on2)o1
 : 0.0	-29	·	5	6	-9	0.4	53*
> Cc1ccc(S(=O)(=O)Nc2ccc3c(c2)CC(=O)N([C@H](C)CO)C[C@@H](C)[C@H](CN(C)Cc2ccc(Cl)c(Cl)c2)O3)cc1
 : 0.0	1	-5	5	-9	-13	-0.5	1
> CCN(Cc1ccc(OC)c(F)c1)C(=O)c1oc2ccccc2c1COC
 : 0.1	8	7	-13	0	-13	0.6	-3
> Cc1noc(C)c1S(=O)(=O)N(C)C[C@H]1OCCCC[C@@H](C)Oc2ccc(NS(C)(=O)=O)cc2C(=O)N([C@H](C)CO)C[C@@H]1C
 : -0.2	-4	·	-6	6	16	-0.2	-7
> CN1c2ccc(-c3ccccc3)cc2[C@@H]2[C@@H](CCN2C(=O)CC2CC2)[C@@H]1CO
 : -0.3	-13	-20	-7	4	1	0.2	-6

A different layout for 2 compounds above:
compound,E-selectin induc,EWS-Fli inh,FN deposition inh,RAD54 inh,S100A4 inh HTS,RAD52 anneal inh,XiGFP reactiv,esBAF inh
CC1(OC(=O)C2CCCC2)C(=O)C=C2C=C(c3ccsc3)N(c3ccccc3)C=C2C1=O (configuration not stated),1.9,15,8,-4,-7,-24,0.3,11
Cc1noc(C)c1NC(=O)N[C@@H]1CC[C@H](CCNC(=O)C2CCCC2)O[C@H]1CO,0.2,-1,3,-7,10,2,0.3,-2

Exported bar-delimited: 2 of the compounds above
SMILES | E-selectin induc | EWS-Fli inh | FN deposition inh | RAD54 inh | S100A4 inh HTS | RAD52 anneal inh | XiGFP reactiv | esBAF inh
CCN(Cc1ccc(OC)c(F)c1)C(=O)c1oc2ccccc2c1COC | 0.1 | 8 | 7 | -13 | 0 | -13 | 0.6 | -3
Cc1noc(C)c1S(=O)(=O)N(C)C[C@H]1OCCCC[C@@H](C)Oc2ccc(NS(C)(=O)=O)cc2C(=O)N([C@H](C)CO)C[C@@H]1C | -0.2 | -4 | · | -6 | 6 | 16 | -0.2 | -7

This is a random part of the collection. Share with any hit: about 3%.
